West Nile virus CPE = West Nile virus antiviral activity, cell-based, CPE readout (AID 1621); West Nile virus-infected cells, CPE inhibition; higher % means a stronger effect; CPE inhibition, % at 10 µM, or IC50 in µM where a hit was titrated; hit rate 0.02% among 290,000; in the data active = a potency from the dose series; inconclusive = CPE inhibition mostly from about 3.7% at the one dose, without a potency; inactive = the rest, 99 in 100 with CPE inhibition below about 2.2%; also: strong numbers were not always called active
Large T inhibition = SV40 large T antigen inhibitors, biochemical (AID 1903). hit rate 0.39% among 310,000. SV40 large T antigen ATPase/helicase inhibition assay; higher % means a stronger effect. one-dose inhibition, % at 20 µM; IC50 in µM for titrated hits; in the data active = a potency from the dose series; inconclusive = inhibition mostly from about 32% at the one dose, without a potency; inactive = the rest, 99 in 100 with inhibition below about 32%; also: strong numbers were not always called active
Salmonella PhoP GFP = inhibitors of PhoP regulon expression, primary screen, Salmonella Typhimurium, GFP reporter (AID 1863); hit rate 0.16% among 300,000; S. Typhimurium PhoP-regulated promoter GFP reporter, 4 h; higher % means a stronger effect; inhibition, % at 50 µM, or IC50 in µM where a hit was titrated;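 active = inhibition over 29.93%, a cutoff 3 SD above the screen mean, later confirmed by dose response; inconclusive = inhibition over 29.93% but no dose response follow-up; inactive = inhibition at most 29.93% or unconfirmed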;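 also: 0% = low Mg2+ inducing control and 100% = high Mg2+ repressing control; strong numbers were not always called active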
NTR1 ag = NTR1-driven beta-arrestin-GFP spot formation – imaging, U2OS cells, high content, primary screen (AID 493036). agonist mode. P30989. activation, % at 20 µM. hit rate 0.17% among 330,000;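 active = activation at or above 40% of the spot to cytoplasm intensity ratio, with at least 20 cells analyzed; inconclusive = wells under 20 cells, flagged as cytotoxic or low count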;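 also: 0% = DMSO without peptide and 100% = 100 nM NTR1 peptide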
Target sequence (P30989 whole entry, looked up): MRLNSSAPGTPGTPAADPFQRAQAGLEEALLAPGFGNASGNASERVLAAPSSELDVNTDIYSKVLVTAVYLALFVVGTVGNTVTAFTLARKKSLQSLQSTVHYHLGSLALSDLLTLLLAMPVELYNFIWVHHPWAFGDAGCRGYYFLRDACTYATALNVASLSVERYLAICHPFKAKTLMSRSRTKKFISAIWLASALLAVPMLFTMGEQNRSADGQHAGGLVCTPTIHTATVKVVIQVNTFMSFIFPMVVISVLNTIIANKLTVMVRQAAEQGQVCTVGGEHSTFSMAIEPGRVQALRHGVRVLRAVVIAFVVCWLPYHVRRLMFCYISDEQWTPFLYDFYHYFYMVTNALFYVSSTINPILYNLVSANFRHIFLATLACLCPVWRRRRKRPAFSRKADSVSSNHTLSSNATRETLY
T cell HTS = T cell immune modulation candidate. 2C CD8+ T cell-vesicle binding, flow cytometry; stronger effect = lower value. calls only at 7 µM. hit rate 0.068% among 330,000;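 active = response, share of CD8 T cells binding vesicles, and their 90th percentile fluorescence all below set limits, cut at about 80% in these data, passing the limit was not always enough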
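Benchmarks: naked versus QL9-loaded vesicles / Assay system: purified 2C TCR transgenic mouse naive CD8+ T cells / Technique: high-throughput flow cytometry with anti-B7-1 and anti-CD8 staining / Timing: Cell–vesicle co-incubation 1.5 h at 37 °C, staining 20 min on ice / Read-out: percent CD8+ FL2 mean versus row control / Probe or stimulus: QL9-loaded Drosophila micro-vesicles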
MgcRacGAP inhibition = MgcRacGAP GTPase-activating activity inhibitors, confirmation, biochemical, ADP Hunter fluorescence; MgcRacGAP-stimulated Rac1 GTP hydrolysis, ADP Hunter fluorescence; higher % means a stronger effect; GST-tagged Rac1 F28L mutant substrate; inhibition, % at 30 µM, or IC50 in µM where a hit was titrated; hit rate 0.6% among 340,000; AID 624330;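 active = first-screen hits whose inhibition reached a set limit at any dose in the follow-up dose series; inconclusive = inhibition above the set first-screen limit but never retested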;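 also: fluorescence reports GDP produced by GAP-driven GTP hydrolysis; strong numbers were not always called active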
NS5 inhibitors = Dengue-2 NS5 methyltransferase inhibitors, primary screen, biochemical, confirmation dose response (AID 588689) | Dengue-2 NS5 methyltransferase capping enzyme assay, biochemical; higher % means a stronger effect | inhibition, % at 25 µM, or IC50 in µM where a hit was titrated | hit rate 0.3% among 340,000; in the data active = a potency from the dose series; inconclusive = inhibition above about 29% without an active follow-up result
K1F lysis inhibition = protection from phage-mediated lysis, alamar blue read-out – E. coli UTI89, K1F phage, bacterial capsule biogenesis inhibitors (AID 488966). inhibition, % at 100 µM; hits with a dose series show IC50 in µM. E. coli UTI89 K1F phage lysis, alamar blue, 2 h; higher % means a stronger effect. hit rate 0.02% among 340,000;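 active = phage lysis inhibition, versus mean bacterial control, above a set limit; inconclusive = no clear call, values can overlap the other calls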;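 also: capsule biogenesis inhibitors block K1F phage lysis so surviving cells raise fluorescence; higher fluorescence means more inhibition of phage lysis; actives were called in the ten point dose series up to 300 µM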
RSV antiviral HEp-2 = inhibition of RSV-induced cytopathic effect – HEp-2 cells, primary 10 µM value included (AID 2391); one-dose CPE inhibition, % at 10 µM; IC50 in µM for titrated hits; HEp-2 cells, RSV-induced CPE inhibition; higher % means a stronger effect; hit rate 0.13% among 310,000; in the data active = a potency from the dose series; inconclusive = CPE inhibition mostly from about 23% at the one dose, without a potency; inactive = the rest, 99 in 100 with CPE inhibition below about 21%; also: strong numbers were not always called active
T cell HTS vesicle-bound % = recorded beside T cell HTS, whose call it bears; double positive events, %; measured here: CD8+ vesicle-bound cell fraction;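 binding gate set so that unloaded-vesicle control wells show 10% double positive cells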
NTR1 ag cell count 20 µM = recorded beside NTR1 ag, whose call it bears; cell count; measured here: cell count, cytotoxicity flag
NS5 inhibitors pilot replicate = further read-out of NS5 inhibitors, marked with its call; inhibition, %; measured here: pilot screen replicate inhibition
* = called active by the depositor; i = inactive; ? = inconclusive; · = no result given; [ ] = remark or other dose.

SMILES	West Nile virus CPE	Large T inhibition	Salmonella PhoP GFP	NTR1 ag	NTR1 ag cell count 20 µM	T cell HTS	T cell HTS vesicle-bound %	MgcRacGAP inhibition	NS5 inhibitors	K1F lysis inhibition	RSV antiviral HEp-2	others
CC(=O)N1CCN(CC(O)COc2ccc(Br)cc2)CC1 (centres undefined)	-0.6%	25.4%	0.0%	0.3	61	i	50.0	159µM*	-12.4%	0.3%	1.5%
CO/N=C/C(=N\Nc1ccc(OC)cc1)C(=O)c1ccc(OC)cc1	0.0%	19.7%	-5.1%	7.3	45	i	40.0	15.3%	5.9%	0.2%	3.0%
Cc1noc(C(=O)Nc2ccccc2C(F)(F)F)c1Cl	0.4%	-5.2%	13.9%	-1.1	63	i	27.2	-2.4%	-9.7%	8.8%	1.7%
Cc1ccc(NC(=O)C(C)OC(=O)c2ccc(Cl)nc2)cc1S(=O)(=O)N1CCOCC1 (centres undefined)	·	17.2%	5.1%	-0.5	62	i	4.0	1.1%	-9.4%	0.9%[50 µM]	-1.3%
Cc1cccc(/C(N)=N/OC(=O)CCC2CCCCC2)c1	-0.4%	3.4%	-5.5%	1.3	53	i	60.0	-11.2%	0.6%	0.2%[50 µM]	-0.3%
Cc1ccc(NNC(=O)c2c(F)cccc2Cl)cc1C	-0.4%	4.6%	-11.1%	-0.8	45	i	32.0	7.8%	-13.1%	0.2%	-0.8%
Nc1ccccc1SCC(=O)Nc1nccs1	-0.4%	10.8%	0.7%	2.8	51	i	10.4	4.9%	-7.6%	-0.2%	2.2%
COc1ccccc1NS(=O)(=O)c1ccc(S(=O)(=O)N2CCOCC2)cc1	0.8%	8.5%	4.2%	-2.4	44	i	34.1	8.8%	-6.0%	0.4%	2.8%
Cc1ccc(CNc2ccc(N3CCOCC3)cc2)cc1	-1.9%	5.62µM*	-3.8%	-0.3	53	i	40.6	?	13.2%	0.1%	-0.9%	NS5 inhibitors pilot replicate=-3.3
C=CCn1c(COc2cccc3ccc(C)nc23)nnc1SCC(=O)OC	-0.1%	6.9%	-2.8%	-0.5	69	i	7.0	-3.9%	-4.8%	-0.9%	1.1%
Cc1ccc(O)c(C2=NCCNC(C(F)(F)F)=C2)c1	0.0%	16.9%	13.8%	-0.5	33	i	18.2	5.2%	-3.4%	0.6%	2.7%	NS5 inhibitors pilot replicate=-2.9
C#CCOc1nc(Nc2cccc([N+](=O)[O-])c2)nc(OCC#C)n1	1.1%	-1.8%	7.0%	6.0	80	i	48.2	7.1%	-5.2%	-0.8%	0.8%
COC(=O)c1sccc1NC(=O)c1cc(OC)c(OC)c(OC)c1	-0.1%	7.3%	3.2%	0.8	61	i	5.3	5.0%	-3.4%	2.8%	-1.2%
CCOC(=O)c1ccc(S(=O)(=O)N2CCN(C(=O)c3cc(=O)c4ccccc4o3)CC2)cc1	-0.1%	-17.0%	8.7%	0.7	53	i	39.1	-1.2%	-4.4%	0.1%	5.9%
CC(=O)c1ccc(N2CCC(c3cc(-c4ccc(Cl)cc4)n[nH]3)CC2)c([N+](=O)[O-])c1	0.0%	-4.7%	14.3%	13.6	88	i	26.8	6.2%	2.3%	-0.1%	9.5%
COc1cccc(C(=O)Nc2sc3c(c2C#N)CCN(C(C)=O)C3)c1	-1.2%	1.1%	2.5%	-0.4	79	i	52.5	9.4%	-13.3%	-0.1%	-1.3%
COc1ccc(Cl)cc1NC(=O)c1cccc(-n2cnnn2)c1	·	·	·	1.7	63	·	·	10.1%	-7.2%	1.5%[50 µM]	·
N/C(=N\OC(=O)c1cc(Cl)ccc1Cl)c1ccccn1	-0.5%	12.7%	-1.9%	2.4	83	i	52.3	4.5%	-8.0%	0.1%	6.4%
CCNC(=S)N1CCC(NC(=O)C2CCCCC2)CC1	0.6%	17.4%	8.3%	-2.0	90	i	16.2	-4.4%	3.9%	-0.1%	0.9%
O=C(OCC(=O)N1CCN(S(=O)(=O)c2ccccc2)CC1)c1ccc([N+](=O)[O-])o1	-0.3%	1.6%	-3.2%	-0.3	62	i	54.9	10.2%	-3.0%	-0.1%	0.2%
COCCN1CC(=O)N2C(c3cccc(OC)c3)c3[nH]c4ccccc4c3C[C@H]2C1=O (some centres undefined)	-0.7%	4.3%	-3.3%	0.3	92	i	44.6	10.4%	-5.2%	0.0%	1.7%
CC(C)NC(=O)c1cc2c(C(F)(F)F)nn(C)c2s1	0.0%	-1.3%	4.9%	-0.8	54	i	51.7	-0.5%	-4.1%	-0.1%	-0.3%
Cc1ccc(CNC(=O)CCn2cc(-c3ccc(F)cc3)nc2-c2ccncc2)cc1	·	3.0%	·	-2.0	85	i	11.1	7.4%	0.0%	0.9%	0.2%
O=S(=O)(NCC(c1ccco1)N1CCc2ccccc2C1)c1ccc(Br)cc1 (centres undefined)	·	10.0%	8.4%	9.7	63	i	30.0	6.7%	-5.1%	-0.6%[50 µM]	2.9%
CN(C)CCCNCCCNC(=O)/C(=N\O)c1ccccn1	0.1%	1.9%	-3.3%	-1.1	71	i	26.7	-0.3%	4.8%	0.0%	1.4%	NS5 inhibitors pilot replicate=-4.4

Continued:
SMILES	West Nile virus CPE	Large T inhibition	Salmonella PhoP GFP	NTR1 ag	NTR1 ag cell count 20 µM	T cell HTS	T cell HTS vesicle-bound %	MgcRacGAP inhibition	NS5 inhibitors	K1F lysis inhibition	RSV antiviral HEp-2	others
O=C(Nc1cccc([N+](=O)[O-])c1)Nc1cccs1	-0.1%	6.7%	17.2%	1.3	41	i	9.0	13.0%	-26.3%	0.8%	8.6%
Cn1c(N2CCN(c3ccccn3)CC2)nc2c1c(=O)n(Cc1ccccc1Cl)c(=O)n2C	0.2%	·	·	1.0	68	i	31.8	13.5%	1.1%	1.1%	1.5%
CCn1cc(C2=NC(CCSC)CO2)c2ccccc21 (centres undefined)	-0.6%	-3.5%	0.3%	3.2	59	i	24.2	3.5%	-2.2%	1.3%	1.3%
CCCn1c(N)c(N(CCOC)C(=O)CSc2c(Cl)cccc2Cl)c(=O)[nH]c1=O	·	·	·	-1.3	65	i	31.0	3.9%	-2.9%	0.3%[50 µM]	·
COc1ccccc1N(CCC#N)C(=O)COC(=O)CCC(=O)c1ccc(F)cc1	·	·	·	1.2	65	i	45.7	-0.8%	0.0%	0.6%[50 µM]	0.7%
CCCC(=O)Nc1ccc(Cl)c(NC(=O)c2ccc([N+](=O)[O-])cc2Cl)c1	-1.6%	2.9%	-6.1%	1.9	69	i	28.2	-15.0%	-2.2%	-1.5%	4.5%
Cc1ccc(C)n1CCN1CCN(CC(=O)Nc2ccc(S(N)(=O)=O)cc2)CC1	0.0%	2.5%	1.8%	1.4	71	i	25.6	8.4%	2.4%	5.5%	1.5%
O=C(CCN1C(=O)/C(=C\c2cccc(Br)c2)SC1=S)N1CCOCC1	12.9%	14.8%	2.6%	0.1	53	i	60.1	6.8%	1.9%	0.0%	15.3%
Cc1ccc(-c2noc(CN(C)C(=O)c3ccc(Br)o3)n2)cc1	·	15.4%	-3.6%	1.8	58	i	62.7	6.9%	2.2%	0.9%[50 µM]	1.1%
Cc1cc(C)c(S(=O)(=O)NC2CC(C)(C)NC(C)(C)C2)cc1C	-1.4%	-1.6%	3.2%	2.9	48	i	47.8	-17.1%	-2.7%	-2.7%	-1.4%
CCCCOC(=O)c1ccc(N/C(=N\S(=O)(=O)c2ccccc2)c2ccccc2)cc1	0.0%	12.1%	-0.7%	13.2	78	i	4.8	8.7%	0.7%	0.2%[50 µM]	2.4%
CCN(Cc1ccccc1)C(=O)c1cc(S(=O)(=O)N2CCOCC2)ccc1N1CCCC1	·	2.5%	2.5%	0.7	63	i	35.0	6.6%	-4.3%	0.3%[50 µM]	-0.7%
CCc1nc2c(c(=O)c3ccccc3n2C)c(=O)n1C1CCCCCC1	0.7%	20.9%	-14.0%	14.6	68	i	42.9	0.2%	5.8%	-0.4%	56.4%
CC(NC(=O)c1ccc(F)cc1)C1CC2CCC1C2 (centres undefined)	-0.2%	0.4%	0.7%	-0.8	45	i	24.9	-1.2%	2.4%	0.0%	4.0%
Cn1c(=O)c2[nH]c(-c3ccccc3O)nc2n(C)c1=O	·	28.8%	0.7%	0.2	28	i	35.7	·	·	·	9.4%
N=c1c(C(=O)NCCN2CCOCC2)cc2c(=O)n3ccccc3nc2n1CCc1ccccc1	0.0%	26.9%	-8.6%	3.5	59	i	17.8	16.6%	-6.2%	0.4%	-1.5%
O=C(Nc1ccc(Cl)cc1C(=O)NCCN1CCOCC1)c1ccc(Cl)cc1Cl	-0.2%	3.4%	-3.9%	0.5	83	i	18.4	3.2%	-9.7%	0.1%	1.0%
Cc1ccc(S(=O)(=O)N(c2nc(N(C)C)nc(N(C)C)n2)n2cnnc2)cc1	0.1%	5.5%	-7.0%	3.2	56	i	19.2	1.7%	2.1%	0.5%	-0.3%
Cc1ccc(NC(=O)CSCC(=O)NCCc2ccccn2)c(C)c1	-0.3%	6.9%	3.8%	-0.9	33	i	31.0	1.1%	-2.3%	-0.3%	3.5%
COCCNC(=O)COc1ccc(Br)cc1Cl	0.0%	1.5%	-10.4%	2.4	56	i	42.3	5.5%	-4.8%	0.6%	5.1%
Cc1ccc(C(=O)OC(C)C(=O)NC(C)CCc2ccccc2)o1 (centres undefined)	·	·	·	-1.0	55	i	31.2	3.2%	1.5%	0.6%[50 µM]	0.5%
COc1ccccc1NC(=O)Cc1nnc(SCC(=O)c2ccc(F)cc2)n1C	-0.7%	9.3%	-1.7%	0.4	57	i	42.7	-0.4%	-15.0%	0.1%	2.9%
C[C@H](NC(=O)c1nc[nH]c1C(=O)N[C@@H](CCCCNC(=O)OC(C)(C)C)C(=O)OC(C)(C)C)C(=O)OC(C)(C)C	0.5%	21.2%	-1.1%	10.3	94	i	39.8	7.8%	6.8%	3.4%	3.2%
O=C(NCc1ccccc1)C(c1cccnc1)N(C(=O)c1ccccn1)c1cccc(F)c1 (centres undefined)	-0.6%	1.3%	-0.2%	-0.6	46	i	17.9	2.6%	4.1%	0.1%	-0.1%
O=C1CCC(=O)N1OCCOc1ccc2c(c1)CCC2	0.1%	0.9%	-1.4%	-0.4	57	i	40.9	5.0%	-6.7%	0.2%	1.5%
COC(=O)c1cccc(NC(=S)N2CCOCC2)c1	0.1%	-2.9%	-2.7%	-0.1	33	i	44.6	6.2%	3.0%	-0.8%	0.1%

The order is random; 1.5% or so of the library scored in one or more.
